CHT allo act: CHT positive allosteric modulators, primary screen, cell-based, membrane potential dye, choline EC20. B-score at 10 µM. High affinity choline transporter 1 (Homo sapiens), Q9GZV3. AID 488977, 2010. CHT-expressing cells; stronger effect = higher value; LV-AA mutant CHT in HEK293 cells. hit rate 0.49% among 310,000;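 active means initial fluorescence not abnormally high and integrated response B-score, plate-corrected, over 3 SD above library mean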
Target sequence (Q9GZV3 whole entry, looked up): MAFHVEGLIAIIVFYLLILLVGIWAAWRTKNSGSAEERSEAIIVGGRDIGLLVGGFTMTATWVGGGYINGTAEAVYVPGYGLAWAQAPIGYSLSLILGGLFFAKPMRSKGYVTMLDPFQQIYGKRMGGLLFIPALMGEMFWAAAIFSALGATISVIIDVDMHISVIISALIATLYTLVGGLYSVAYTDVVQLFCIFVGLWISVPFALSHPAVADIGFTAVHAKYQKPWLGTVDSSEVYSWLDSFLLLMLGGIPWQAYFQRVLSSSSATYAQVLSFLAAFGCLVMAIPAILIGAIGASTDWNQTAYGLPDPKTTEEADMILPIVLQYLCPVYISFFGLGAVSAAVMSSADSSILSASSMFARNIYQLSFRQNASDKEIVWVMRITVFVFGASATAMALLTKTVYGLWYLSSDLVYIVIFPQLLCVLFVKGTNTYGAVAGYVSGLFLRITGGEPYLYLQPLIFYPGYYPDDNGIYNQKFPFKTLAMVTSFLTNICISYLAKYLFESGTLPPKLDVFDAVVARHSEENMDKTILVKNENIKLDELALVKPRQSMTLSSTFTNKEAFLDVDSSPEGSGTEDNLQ
CHT inh: inhibitors of human choline transporter CHT; High affinity choline transporter 1 (Homo sapiens), Q9GZV3; CHT-expressing cells, membrane potential dye, choline response; stronger effect = lower value; B-score at 10 µM; hit rate 0.86% among 310,000;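 active means B-score over 3 SD under the library average, and starting fluorescence ratio not unusually high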;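 further: choline stimulus applied at its EC90 after an EC20 pre-addition; B-score computed on integrated fluorescence ratio after choline addition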
Starred values were filed as active, the others as inactive; i = inactive.

structure	CHT allo act	CHT inh
COCCN1C(=O)c2ccc(C(=O)O)cc2C1=O	i	i
CCCCCC(=O)N/N=C/c1ccc(N(C)C)cc1	i	i
CC1(C)CC(=O)C2=C(C1)NC1=C(C(=O)c3ccccc31)C2c1ccc(O)cc1 (stereo not given)	i	i
CC(=O)N1CSCC1C(=O)N1CCN(c2ccc(N3CCOCC3)nn2)CC1 (stereo not given)	i	i
O=C(c1ccccc1)N1CCCCC(S(=O)(=O)c2ccccc2)C1=O (stereo not given)	i	i
O=C(COc1ccccc1)Nc1ccc(N2CCN(C(=O)c3ccco3)CC2)cc1	i	i
COc1ccc(Br)cc1CN1CCC(N2CCCC2)CC1	i	i
COc1ccccc1CNC(=O)CC12CC3CC(CC(Br)(C3)C1)C2	i	i
COc1ccc(C2=NS(=O)(=O)N(C)C(C(=O)N3CCCCC3)=C2)cc1	i	i
CCOc1ccc(N2C(=O)Nc3ccc(Br)cc3C2(O)C(=O)NCCCN(C)C)cc1 (stereo not given)	i	i
CC1CCN(CCC(=O)NN)CC1	i	i
CCCCn1c(SCC2CCCCO2)nc2cc(S(N)(=O)=O)ccc21 (stereo not given)	i	i
Cc1nn(C)c(Cl)c1C(=O)NC(C(=O)O)c1ccccc1 (stereo not given)	i	i
CCC(=O)c1ccc(OCC(=O)OCC(=O)N2CCCc3ccccc32)cc1	i	i
Cc1ccc(C)c(S(=O)(=O)N2CCN(C(=O)Cc3c(F)cccc3Cl)CC2)c1	i	i
O=C(COC(=O)c1ccc(F)cc1)Nc1cc(S(=O)(=O)N2CCOCC2)ccc1N1CCCC1	i	i
COCCNC(=O)c1cc2sccc2n1C	i	i
COc1ccc(OCC(=O)NNC(=O)c2cccc(S(=O)(=O)N(C)C)c2)cc1	i	i
COCCCN(C(=O)Nc1ccccc1)C(C)c1ccncc1 (stereo not given)	i	i
Cc1n[nH]c(=O)c2ccccc12	i	i
O=c1oc(-c2cccs2)nc2ccc(Br)cc12	i	i
O=C(O)C(Cc1ccccc1)N1C(=O)/C(=C/c2cccc3ccccc23)SC1=S (stereo not given)	i	i
COC1=CC(=O)CC(C)C12Oc1cc(OC)cc(OC)c1C2=O (stereo not given)	i	i
O=C(CCn1[nH]c(=O)c2ccccc2c1=O)N1CCOCC1	i	i

Ordered by length of the SMILES (ascending): some entries from above
structure	CHT allo act	CHT inh
Cc1n[nH]c(=O)c2ccccc12	i	i
O=c1oc(-c2cccs2)nc2ccc(Br)cc12	i	i
COCCCN(C(=O)Nc1ccccc1)C(C)c1ccncc1 (stereo not given)	i	i
COC1=CC(=O)CC(C)C12Oc1cc(OC)cc(OC)c1C2=O (stereo not given)	i	i
O=C(O)C(Cc1ccccc1)N1C(=O)/C(=C/c2cccc3ccccc23)SC1=S (stereo not given)	i	i

The results go on:
structure	CHT allo act	CHT inh
CN1CCN(c2ccc(-c3cccc(NC(=O)COc4ccc(Cl)cc4Cl)c3)nn2)CC1	i	i
COc1ccc2c(c1)CC(N1CCN(C)CC1)c1cc(OC)ccc1S2 (stereo not given)	i	i
Cc1occc1-c1nnc(SCc2nc3ccccc3c(=O)n2CC#N)n1C	i	i
CCOc1ccccc1N(CC(=O)NCC1CCCO1)C(=O)CCC(=O)Nc1nccs1 (stereo not given)	i	i
Cc1ccc(NC(=O)C2CC(=O)N(c3ccc4c(c3)OCCO4)C2)cc1S(=O)(=O)N(C)C (stereo not given)	i	i
CC1=C(C(=O)OCC2CCCCC2)C(c2ccc(F)cc2)NC(=O)N1 (stereo not given)	i	i
COc1ccc(OC)c(CCNC(=O)CSc2ccsc2[N+](=O)[O-])c1	i	i
CCOCCn1c(CN(Cc2ccccc2)Cc2ccccc2)nc2c1c(=O)[nH]c(=O)n2C	i	i
O=C(N/N=C/c1ccc(OC(=O)c2ccccc2)c([N+](=O)[O-])c1)c1ccc(O)cc1	i	i
CN1CCN(c2cc(=O)n(Cc3ccc(F)cc3)c(=O)[nH]2)CC1	i	i
CC[n+]1ccc(C(=O)NCc2ccccc2)cc1	i	i
COc1ccc(C2=Nn3c(nnc3-c3cccnc3)SC2)cc1OC	i	i
CC(C)CC1Nc2ncnc(N3CCN(c4ccccc4)CC3)c2N(Cc2ccc(Cl)cc2)C1=O (stereo not given)	i	i
COCCOC(=O)c1cc(C(=O)c2cc(Cl)ccc2O)coc1=N	i	i
COC(=O)c1ccc(COc2ncnc3sccc23)cc1	i	i
CC(C)(c1ccc(O)cc1)c1ccc(O)cc1	i	i
COc1cccc(-c2nc(CCl)cs2)c1	i	i
Cc1oc(C(C)(C)C)c(CN2CCCC2)c1C(=O)O	i	i
O=C(COc1ncnc2ccc(Br)cc12)N1CCOCC1	i	i
Clc1ccc(C2Nc3cccc4cccc(c34)N2)cc1Cl	i	i
Cc1cccc(C)c1NC(=O)CN1CCc2ccccc2C1	i	i
COc1ccc(C)cc1S(=O)(=O)Nc1cccnc1	i	i
COc1cccc(C(=O)NCC2CCN(c3ccc(S(=O)(=O)N4CCOCC4)cc3)CC2)c1	i	i
O=C(O)C1CCCN1c1ncnc2ccccc12 (stereo not given)	i	i
CCOC(=O)c1cccc2c1-c1ccccc1/C2=N/O	i	i
CC(OC(=O)c1cc(S(=O)(=O)Nc2ccc(F)cc2)ccc1Cl)C(=O)Nc1ccc2c(c1)OCCO2 (stereo not given)	i	i
COc1cc(Br)cc2cc(C(=O)N3CCN(C(=O)c4ccco4)CC3)c(=O)oc12	i	i
Cc1c(NS(=O)(=O)c2ccc3c(c2)n(C)c(=O)n3C)c(=O)n(-c2ccccc2)n1C	i	i
C=C(C)CN1CCN(c2ccc(N3C(=O)CCCC3=O)cc2[N+](=O)[O-])CC1	i	i
COc1cc(/C=C/c2sc3ccccc3[n+]2CCCS(=O)(=O)[O-])ccc1O	i	i
CSc1ccc(CN2CCN(C(=O)CC(C)C)CC2)cc1	i	i
COCCN(CC(=O)NCc1ccc(F)cc1)C(=O)CCC(=O)Nc1nccs1	i	i

Not a retest: an excerpt of the list.
structure	CHT allo act	CHT inh
CSc1ccc(CN2CCN(C(=O)CC(C)C)CC2)cc1	i	i
COCCN(CC(=O)NCc1ccc(F)cc1)C(=O)CCC(=O)Nc1nccs1	i	i

The list continues:
structure	CHT allo act	CHT inh
COc1ccc(-c2nnc(SCC(=O)NC3CCCC3)n2C)cc1	i	i
CCOc1ccc2nc(SCC(=O)NCc3ccc(OC)c(OC)c3)[nH]c2c1	i	i
CCOCCCN(C(=O)c1snc(C(N)=O)c1N)C(C(=O)NC1CCCC1)c1ccc(F)cc1 (stereo not given)	i	i
c1ccc(C[C@H]2CNCCN2CCCCC2CCCCC2)cc1	i	i
O=C(Nc1cccc(C(F)(F)F)c1)N1CCC(c2nc(-c3ccc(F)cc3)no2)CC1	i	i
COC(=O)c1ccc(Cn2nc(-c3cc(C)ccc3C)ccc2=O)cc1	i	i
CCCn1c(N)c(N(CCOC)C(=O)c2ccc(-c3ccc(Cl)cc3)o2)c(=O)[nH]c1=O	i	i
CC(/C=C/c1ccccc1)=N\Nc1ccccc1[N+](=O)[O-]	i	i
COc1cc(C(=O)OCC(=O)N(C)C)cc(NC(=O)c2ccco2)c1OC	i	i
CC(=O)N1CCc2cc(S(=O)(=O)CCC(=O)N(C)c3cc(C)ccc3C)ccc21	i	i
CC(OC(=O)CNS(=O)(=O)c1ccc2ccccc2c1)C(=O)N(C)c1ccccc1 (stereo not given)	i	i
COc1ccccc1N(CC(=O)NCCN1CCOCC1)S(=O)(=O)c1ccc(C)cc1	i	i
Nc1ncn(C2O[C@H](CO)[C@@H](O)[C@H]2O)c(=O)n1 (stereo not given in full)	i	i
Cn1c(/C=N/n2cnnc2)nc2ccccc21	6.55*	i
CC(C)(C)c1cc(-c2ccco2)c(C#N)c(SCC#N)n1	i	i
CS(=O)(=O)Nc1ccc(C(=O)Nc2ccccc2C(=O)N2CCCC2)cc1	i	i
O=C(Nc1ccccc1)N(O)c1ccc(Cl)cc1	i	i
COc1ccc2c(COC(=O)CCS(=O)(=O)c3ccc(C)cc3)cc(=O)oc2c1	i	i
S=c1[nH]nc(-c2ccc(Cl)cc2)n1-c1cccnc1	i	i
O=C(COC(=O)CCC(=O)c1ccc(F)cc1)Nc1cccc(S(=O)(=O)N2CCCC2)c1	i	i
CCCn1c(SCC(=O)Nc2ccc3c(c2)OCO3)nc2c1c(=O)n(C)c(=O)n2C	i	i
C=CCNC(=S)NNC(=O)CSc1nc2ccccc2s1	i	i
CC(C)(C)c1cc2cccnc2n1Cc1cccc(F)c1	i	i
COc1cccc(/C=N/Nc2ccc(Cl)nn2)c1	i	i
O=C(COc1ccc(S(=O)(=O)N2CCCC2)cc1Cl)NCc1ccc2c(c1)OCO2	i	i
CCN(c1ccccc1)S(=O)(=O)c1ccc(Cl)c(NC(=O)COC(=O)c2ccc[nH]c2=O)c1	i	i
CCCCCC(=O)Nc1cccc(C2=NOC3(C2)C[C@@H](C(N)=O)N(C(=O)c2cc([N+](=O)[O-])cc([N+](=O)[O-])c2)C3)c1 (stereo not given in full)	i	i
Cc1ccc(/C=C/C(=O)N2CCN(S(=O)(=O)/C=C/c3ccccc3)CC2)o1	i	i
CCCc1cc(=O)oc2cc(OCC(=O)Nc3cc(C)on3)ccc12	i	i
C/C=C\C=C\C(=O)N1CC2(CC(c3cccc(NC(=O)CC)c3)=NO2)C[C@H]1C(N)=O (stereo not given in full)	i	i
Cc1ccc(C(=O)NCCCNC(=O)c2ccco2)cc1C	i	i
Cc1cccc(NS(=O)(=O)c2ccc3c(c2)CCC(=O)N3)c1	i	i
Cc1c(C(=O)NCc2ccc(F)cc2)oc2ccc(S(=O)(=O)N3CCOCC3)cc12	i	i
CC1(C)CC(=O)C=C(NNC(=O)c2ccccc2O)C1	i	i
COc1ccc(CNC(=S)Nc2ccc(F)c(Cl)c2)cc1	i	i
COc1ccc(S(=O)(=O)NCCOc2ccccc2)cc1OC	i	i
CCOC(=O)c1cc(C)[nH]c(=S)c1C#N	i	i
O=C(Cc1ccccc1)NCc1ccc2c(c1)OCO2	i	i
CCOc1ccc(CCNC(=O)C2CCN(S(=O)(=O)N3CCOCC3)CC2)cc1OCC	i	i
CCN1CCN(C(=S)c2ccc(OCC(=O)NCc3ccccc3)cc2)CC1	i	i
CCC1=NN2C(=N)/C(=C\c3cccn3-c3ccc(Cl)cc3)C(=O)N=C2S1	i	i
COc1ccc(C(=O)NC(C(=O)N2CCc3ccccc32)C(C)C)cc1 (stereo not given)	i	i
COc1ccc(CN2CCC(=O)NC2=O)cc1	i	i
COC(=O)c1c(C)oc2ccc(N(C(=O)Oc3ccccc3)S(=O)(=O)c3ccccc3)cc12	i	i
CCOc1ccc(C(=O)Nc2ccc(CN3CCOCC3)cc2)cc1Br	i	i
COc1ccc(-c2csc(NC3CCCCC3)n2)c(OC)c1	i	i
CCCCNC(=O)COC(=O)c1ccc(SC)cc1OC	i	i
COc1ccc(NS(=O)(=O)c2cccc(NC(=O)CNC(C)=O)c2)cc1	i	i
CCOC(=O)c1ccsc1NC(=O)CCS(=O)(=O)c1ccccc1	i	i
COc1ccc(-c2cn3cc([N+](=O)[O-])ccc3n2)cc1OC	i	i
Cc1cc(C)c(C2=NOC3C4CCC(C4)C23)c(C)c1 (stereo not given)	i	i
CSc1nc2ccccc2n1Cc1cccc([N+](=O)[O-])c1	i	i
Cc1ccc(OCC(O)Cn2c(N3CCOCC3)nc3c2c(=O)[nH]c(=O)n3C)cc1 (stereo not given)	i	i
C=CCNc1nc2c3ccccc3n(C(C)=O)c2s1	i	i
CCc1nn(C(C)C(=O)NCCN2CCCCCC2)c(=O)c2cc3occc3n12 (stereo not given)	i	i
COc1ccc(/C=C/C(=O)C2CC2)cc1Cn1nc(C)c([N+](=O)[O-])c1C	i	i

(list continues)
structure	CHT allo act	CHT inh
CCCCc1ccc(NS(=O)(=O)c2c(C)n(C)c(=O)n(C)c2=O)cc1	i	i
CCC1(CC)NC(=O)N(CC(=O)Nc2sc3c(c2C(N)=O)CCC3)C1=O	i	i
Cc1ccc(SCn2nnc3ccccc3c2=O)c(C)c1	i	i
COC(=O)c1ccc(C)c(NC(=O)CCc2ccc(OC)cc2)c1	i	i
Cc1ccc(C(=O)NCc2n[nH]c(=S)n2-c2ccccc2)cc1[N+](=O)[O-]	i	i
O=C(O)c1ccc(NS(=O)(=O)c2ccc3c(c2)OCCCO3)cc1	i	i
O=C(CCC(=O)OCC(=O)c1ccccc1)Nc1cccc(Cl)c1	i	i
Cc1ccc(CS(=O)(=O)CCC(=O)NCc2ccccc2Cl)cc1	i	i
CC(=O)OCC1=C(C(=O)O)N2C(=O)C(NC(=O)c3ccc(F)cc3)C2SC1 (stereo not given)	i	i
COc1ccc(Cl)cc1NC(=O)CSc1nnc(C2CC2)n1C	i	i
O=C(COc1ccc2ccccc2c1)Nc1ccc(Br)cc1C(=O)O	i	i
Cc1cc(-c2ccc(Cl)cc2Cl)c(C#N)c(=O)[nH]1	i	i
C/C=C/C(=O)OCC(=O)Nc1ccc(OC)c(Cl)c1	i	i
CCOC(=O)/C(C#N)=C1/C=CN(Cc2ccccc2)C=N1	i	i
Cc1cccc2c1cnn2C(=O)CCC(=O)N1CCC(C)CC1	i	i
Cc1cc(C(=O)N/N=C/c2c[nH]c3ccccc23)c(C)o1	i	i
CCCn1c(N)nc2ccccc21	i	i

Bioassay records: PubChem BioAssay, Johns Hopkins Ion Channel Center

Compounds as they come, and some 1.4% of all compounds hit somewhere here.
